Screening results: PubChem BioAssay, National Center for Advancing Translational Sciences (NCATS)
Tau fluor cs: counter-screen for tau fibril formation inhibitors | Potency, µM (highest dose often 57.7 µM), inactives show at the highest dose activity change, negative = decrease | tau K18 P301L Alexa594 fluorescence, heparin fibrillization | actives 0.93% (n = 280,000) | AID 1463; note: % is set by controls: 0 for no effect and ±100 for the full control effect; nearly all actives have a fitted effect of over 55% in size
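Human tau K18 P301L (15 uM unlabeled, 0.24 uM Alexa 594-labeled) in 100 mM sodium acetate pH 7 with 20 uM heparin, 6 hr at 37 C. ThT 30 uM added, 1 hr ambient; Alexa 594 FP and total fluorescence read at 555/632 nm.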
aGal spleen mod: alpha-galactosidase A (human) modulation | Potency, µM (highest dose often 80 µM), without a hit: top-dose activity change, negative = inhibition, usual class: inhibitors | AID 2107 | human spleen homogenate, 4MU-alpha-Gal fluorescence, 40 min | actives 0.008% (n = 240,000);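 note: 0% = enzyme with vehicle and -100% = no enzyme basal signal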
Target sequence (P06280 32-429 limits assumed): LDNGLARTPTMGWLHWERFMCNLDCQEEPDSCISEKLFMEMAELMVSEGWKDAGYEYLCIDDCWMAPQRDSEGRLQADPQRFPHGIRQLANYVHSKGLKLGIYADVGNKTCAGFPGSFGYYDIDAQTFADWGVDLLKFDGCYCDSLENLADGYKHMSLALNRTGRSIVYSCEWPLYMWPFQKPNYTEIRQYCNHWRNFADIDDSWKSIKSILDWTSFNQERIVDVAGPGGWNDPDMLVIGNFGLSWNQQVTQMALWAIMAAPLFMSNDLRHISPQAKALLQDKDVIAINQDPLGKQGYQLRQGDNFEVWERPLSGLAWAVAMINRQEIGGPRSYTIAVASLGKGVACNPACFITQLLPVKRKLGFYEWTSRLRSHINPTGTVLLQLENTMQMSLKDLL
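Human spleen homogenate (1 ug) was the enzyme source, with 4-methylumbelliferyl-alpha-D-galactopyranoside (1 mM final) in pH 5.0 citrate buffer with 0.01% Tween-20. Compounds were titrated; after 40 min at 37C, NaOH/glycine stop, 4-MU fluorescence read; AC50 from Hill fits.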
aGlu spleen mod: inhibitors or activators of human alpha-glucosidase in spleen homogenate | P10253 | human spleen homogenate, 4-MU-alpha-glucoside fluorescence | Potency, µM (top dose mostly 79.9 µM), for inactives: top-dose activity change, negative = inhibition, actives largely listed as inhibitors | actives 0.006% (n = 240,000) | AID 2112;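 note: 0% = enzyme with vehicle and -100% = no enzyme basal signal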
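Human spleen homogenate (1 ug) with 4-methylumbelliferyl-alpha-D-glucopyranoside (1 mM final) in 50 mM citrate/phosphate pH 5.0, 0.01% Tween-20; 40 min at 37 C. Stopped at pH 10; 4-MU fluorescence Ex 365/Em 440 nm; AC50 by Hill fit.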
ALDH1A1 inh: ALDH1A1 (human) enzyme inhibition. P00352. Purified ALDH1A1, NADH fluorescence, propionaldehyde substrate. Potency, µM (top dose mostly 75.3 µM), for inactives: at the top dose activity, negative = inhibition, hits mostly inhibitors. actives 7.3% (n = 220,000). AID 1030; active = well fitted inhibition curve with a large enough effect, not every such curve was filed as active; inconclusive = small, poorly fitted or top-dose-only effect, or another doubt; inactive = no such curve, though single readings can be large or run the other way;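 note: plate controls were no enzyme wells and a reference inhibitor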
Target sequence (P00352 whole entry, looked up): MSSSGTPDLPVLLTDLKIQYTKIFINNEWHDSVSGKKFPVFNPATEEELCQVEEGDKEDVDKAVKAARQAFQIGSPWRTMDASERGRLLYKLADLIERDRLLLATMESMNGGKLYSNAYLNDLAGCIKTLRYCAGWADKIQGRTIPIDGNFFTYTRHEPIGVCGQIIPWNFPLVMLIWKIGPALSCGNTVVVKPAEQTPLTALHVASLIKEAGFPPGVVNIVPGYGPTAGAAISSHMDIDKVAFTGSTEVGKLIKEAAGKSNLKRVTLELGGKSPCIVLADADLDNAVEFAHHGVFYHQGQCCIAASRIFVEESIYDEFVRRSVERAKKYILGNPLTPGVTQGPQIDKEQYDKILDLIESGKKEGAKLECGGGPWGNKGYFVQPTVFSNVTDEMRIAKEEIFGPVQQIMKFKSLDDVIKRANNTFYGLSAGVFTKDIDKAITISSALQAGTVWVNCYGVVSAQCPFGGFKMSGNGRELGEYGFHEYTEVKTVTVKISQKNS
Epigenetic derep: epigenetic control regulation, reporter derepression | murine LDR cells, GFP reporter derepression, 30 h | Potency, µM (titrated, usually from 53.9 µM), for the others: at the top dose GFP activation, most hits filed as activators | actives 0.2% (n = 280,000) | AID 1865; note: % of control where 0% means no effect; nearly all actives have a fitted effect of over 60% in size
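GFP-positive cell count by laser-scanning cytometry (objects 20–120 um) after 30 h, 37 C compound exposure of murine LDR cells; reporter is CMV-GFP integrated at a silenced locus, inducible by HDAC or DNMT inhibitors.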
GAA inh: blocks human lysosomal alpha-glucosidase | purified human GAA, 4-MU-alpha-glucoside fluorescence | Potency, µM (doses to about 76.9 µM), without a hit: top-dose activity change, negative = inhibition, actives largely listed as inhibitors | actives 0.005% (n = 200,000) | AID 1466;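 note: plate controls were uninhibited enzyme wells for no effect and no-enzyme background for full effect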
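Read-out is 4-methylumbelliferone fluorescence (Ex 365/Em 440 nm) after NaOH/glycine stop at pH 10. Enzyme 4 nM, substrate 400 uM, pH 5.0 citrate buffer, 20 min room temperature; AC50 from Hill-equation concentration-response.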
NPSR antag: blocks cAMP signaling of the human neuropeptide S receptor; Q6W5P4; actives 1% (n = 220,000); CHO-NPSR cells, cAMP TR-FRET, antagonist mode; Potency, µM (series often up to 38.3 µM), for inactives: at the highest dose activity change, negative = inhibition, actives largely listed as inhibitors; note: % is set by controls: 0 for no effect and ±100 for the full control effect; nearly all actives have a fitted effect of over 50% in size; many of its hits are not listed in these tables
GAA glycogen: GAA glycogen-cleavage inhibition or activation; Potency, µM (series often up to 76.4 µM), for the others: at the highest dose activity change, negative = inhibition, most hits filed as inhibitors; P10253; actives 0.38% (n = 300,000); AID 2100; recombinant GAA, glycogen substrate, Amplex Red glucose oxidase fluorescence;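 note: 0% = full enzyme reaction and -100% = no-enzyme basal signal; the screen sought inhibitors and activators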
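Recombinant human enzyme (4 nM); glycogen substrate; 37 C, 40 min, pH 5.0. Readout: coupled glucose oxidase/Amplex Red fluorescence.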
* hit, by the source's call; ? = inconclusive; . = no result given; [ ] = dose if it differs, or a comment. Unless noted, calls come from the whole dose curve; as a rule, active = well fitted curve in the direction sought with a large enough effect; inconclusive = small, poorly fitted or top-dose-only effect, or another doubt; inactive = no such curve, though single readings can be large; an effect the other way counts as inactive or inconclusive. Potency is the fitted concentration of half-maximal effect.

Below each compound: Epigenetic derep	ALDH1A1 inh	aGlu spleen mod	aGal spleen mod	GAA inh	Tau fluor cs	GAA glycogen	NPSR antag
#1 CCOc1cc(C(=O)OCC(=O)c2c(N)n(C)c(=O)n(C)c2=O)cc(OCC)c1OCC
 : -0.8%	12%	4%	0%	-3%	-16%	-1%	-5%[46.1 µM]
#2 CN1C(C(=O)NCC2CC2)CC2Cn3c(nc4cc5ccccc5cc43)C21 (stereo unspecified)
 : -1.9%	.	-6%	-3%	.	-1%	0%	3%
#3 COc1ccc2nc(/C=N/NC(=O)[C@H](CCSC)NC(=O)OC(C)(C)C)ccc2c1
 : 1.1%	?	-10%	5%	1%	-17%	18%	-3%
#4 CCOc1ccc(-c2cc(CCCC(=O)Nc3cc(OC)ccc3OC)no2)cc1
 : 0.9%	8%	-3%	-2%	-8%	8%	-1%	-27%[46.1 µM]
#5 c1ccc2c(N3CCCCC3)nc(N3CCCC3)nc2c1
 : -1.8%	-5%	9%	?	?	3%	-2%	-2%[46.1 µM]
#6 CC(/C=N\NC(=O)c1cc(C)oc1C)=C\c1ccccc1
 : -1.1%	23%	-11%	-7%	-14%	-15%	15%	-10%
#7 Cc1ccsc1C(=O)OCC(=O)NCc1ccco1
 : 2.6%	7%	-2%	-6%	3%	-4%	6%	14%
#8 CCC(C(=O)O)C1CCC(C)C(C(C)C(O)C(C)C(=O)C(CC)C2OC3(C=CC(O)[C@@]4(CC[C@](C)(C5CC[C@@](O)(CC)C(C)O5)O4)O3)C(C)CC2C)O1 (stereo partly specified)
 : 1.3%	3%	6%	-6%	.	-1%	.	.
#9 O=C(CN1C(=O)NC2(CCSC2)C1=O)N1CCN(c2ccc(F)cc2)CC1 (stereo unspecified)
 : -1.6%	20µM*	9%	5%	2%	-5%	-1%	-3%[46.1 µM]
#10 CCOCCCn1c(C)nc2c(c1=O)c1nc3ccccc3nc1n2-c1ccc2c(c1)OCCO2
 : 3.2%	-10%	-1%	2%	-3%	-13%	-5%	33%
#11 N#CCCN(Cc1cccnc1)C(=O)Nc1cccc(Cl)c1
 : 1.7%	3%	-5%	-6%	3%	1%	-1%	-4%[46.1 µM]
#12 CCCCCC(=O)N1CC2(CC(c3cccc(NC(=O)c4ccccc4)c3)=NO2)C[C@@H]1C(N)=O (stereo partly specified)
 : -2.3%	-8%	-4%	-1%	-1%	-8%	3%	-15%[46.1 µM]
#13 C[C@]12CC[C@@H]3c4ccc(O)cc4[C@@H](O)C[C@H]3[C@@H]1CC[C@@H]2O
 : 0.2%	10%	-4%	-10%	2%[15.4 µM]	-6%	4%	-4%
#14 O=C(CN1C(=O)C2C3CC(C(Br)C3Br)C2C1=O)N1CCOCC1 (stereo unspecified)
 : 4.8%	-2%	-2%	-1%	2%	7%	-5%	18%
#15 C=CCN=c1scc(-c2ccc3c(c2)NC(=O)CO3)n1/N=C(\C)c1ccccn1
 : 2.2%	2.8µM*	0%	-27%	3%	-22%	1%	-33%
#16 CCOC(=O)c1c(-c2ncc(C(F)(F)F)cc2Cl)noc1C
 : 0.2%	2%	-5%	-3%	4%	-3%	-4%	-3%
#17 Cc1ccsc1/C=C(\C#N)C(=O)NCc1cccnc1
 : 1.5%	8%	-8%	2%	-13%	6%	11%	-5%
#18 COc1ccc(NC(=O)Cn2nc(C)c([N+](=O)[O-])c2C)cn1
 : 3.9%	5%	3%	2%	-12%	-12%	4%	11%
#19 CC(C(=O)Nc1ccc(S(N)(=O)=O)cc1)N1CCc2ccccc21 (stereo unspecified)
 : 0.6%	9%	-14%	-12%	5%	-5%	?	-22%
#20 O=C(Nc1ccccc1)c1ccc(Br)o1
 : -3.1%[96.6 µM]	-6%[120 µM]	2%[119 µM]	-5%[119 µM]	-2%	-13%[81.3 µM]	5%	6%
#21 COC(=O)c1ccc(NC(=O)CSc2n[nH]c(-c3ccncc3)n2)cc1
 : 1.3%	-9%	-3%	-3%	2%	-4%	3%	-12%[46.1 µM]
#22 COc1ccc(NC(=O)N2CCCc3ccccc32)cc1
 : 0.6%	-10%	-2%	0%	-1%	-22%	-10%	-6%[7.67 µM]
#23 CC(C)c1cc(=O)n2[nH]c(N)nc2n1
 : 0.5%	21%	4%	6%	-5%	7%	0%	18%
#24 Cc1cc2c(c(=O)n1Cc1cccnc1)C(c1cccs1)C(C#N)=C(N)O2 (stereo unspecified)
 : -1.0%	?	4%	3%	-5%	-13%	23%	-30%[46.1 µM]
#25 COc1ccc2c(c1)C(=O)CC(O)(C(F)F)O2 (stereo unspecified)
 : 8.5%	.	-1%	-1%	.	-7%	-1%	18%
#26 O=C(c1cccc(Cl)c1)N1CCN(C(=O)c2ccco2)CC1
 : 0.0%	?	-4%	0%	-2%	5%	0%	3%[46.1 µM]
#27 Cc1onc(-c2c(Cl)cccc2Cl)c1COC(=O)c1ccc(Cl)cc1[N+](=O)[O-]
 : -2.0%	-6%	-5%	2%	2%[15.4 µM]	?	-5%	50%
#28 O=C1c2ccccc2C(=O)c2c1ncn2-c1ccccc1
 : 0.0%	?	-9%	12%	-2%	-7%	11%	23%
#29 Cc1cc(C)n(-c2nc(C(=O)O)cs2)n1
 : 2.3%	0%	5%	5%	10%	1%	5%	-1%
#30 Cc1ccc(NC(=O)COC(=O)C(NS(=O)(=O)c2ccc(Cl)cc2)C(C)O)cc1 (stereo unspecified)
 : -1.0%	-1%	1%	4%	3%	-9%	-5%	11%

Reprinted from the part before: two compounds, then new ones.
Below each compound: Epigenetic derep	ALDH1A1 inh	aGlu spleen mod	aGal spleen mod	GAA inh	Tau fluor cs	GAA glycogen	NPSR antag
#29 Cc1cc(C)n(-c2nc(C(=O)O)cs2)n1
 : 2.3%	0%	5%	5%	10%	1%	5%	-1%
#30 Cc1ccc(NC(=O)COC(=O)C(NS(=O)(=O)c2ccc(Cl)cc2)C(C)O)cc1 (stereo unspecified)
 : -1.0%	-1%	1%	4%	3%	-9%	-5%	11%
#31 O=C(Nc1ccc(O)cc1)/C(=C\c1cccs1)NC(=O)c1ccccc1
 : 0.0%	1%	0%	-14%	-3%	4%	0%	0%
#32 O=C(CCc1nc2ccccc2[nH]1)Nc1ccc2c(c1)OCO2
 : 1.8%	10µM*	-1%	1%	3%	-26%	1%	0%[46.1 µM]
#33 CC1(C)NC(=O)N(CCCOc2ccc(Br)cc2Cl)C1=O
 : 9.5%	?	-6%	6%	-4%	-9%	-2%	-11%[46.1 µM]
#34 O=c1oc2c(Cl)cc(Cl)cc2cc1-c1nnc(Nc2ccccc2F)s1
 : 0.9%	5%	-9%	-6%	0%	-7%	12%	-2%[46.1 µM]
#35 CCN(CC)CCOC(=O)CCc1cccc2ccccc12
 : -2.0%	-5%	-6%	0%	-2%	-1%	2%	9%[46.1 µM]
#36 COC(=O)CN(C(=O)CSc1nnc(-c2cccc(OC)c2)o1)c1ccc(OC)cc1
 : 5.4%	0%	3%	-11%	-2%	-4%	-6%	-19%[46.1 µM]
#37 Cn1ncc2c(O/N=C(\N)c3ccc(C(C)(C)C)cc3)ncnc21
 : -1.8%	.	3%	-3%	.	-24%	-8%	?
#38 COc1cccc(-c2nc(CS(=O)(=O)CC(=O)NCCCOC(C)C)c(C)o2)c1
 : -1.8%	-5%	-1%	3%	-3%	-11%	5%	-5%[46.1 µM]
#39 CCCn1c(=S)[nH]c2cc(Cl)ccc21
 : -0.9%	.	-3%	-4%	.	-20%	-1%	11%
#40 CC1CCN(CCC(=O)N/N=C/c2ccc([N+](=O)[O-])cc2)CC1
 : 0.1%	-3%	1%	2%	4%	-7%	-4%	-3%
#41 COC(=O)c1[nH]c2c(c1C)C(=O)CC(c1ccccc1)C2 (stereo unspecified)
 : -3.2%	5%	0%	13%	-1%	0%	4%	27%[46.1 µM]
#42 O=C(NC1CCN(Cc2ccccc2)CC1)C1CCN(S(=O)(=O)c2cccc3cccnc23)CC1
 : 0.0%	-2%	-12%	-7%	-20%	8%	-5%	3%[46.1 µM]
#43 O=c1c2c(nc3nc(SCc4ccccc4)[nH]n13)CCC2
 : -0.1%	-7%	4%	-3%	-2%	5%	-4%	0%[46.1 µM]
#44 CCCc1cc(=O)[nH]c(SCC(=O)N(C)Cc2ccccc2)n1
 : -1.7%	-6%	0%	-2%	2%	-2%	2%	-3%[46.1 µM]
#45 COc1ccc(N2C(=O)/C(=C/c3cccs3)NC2=S)cc1
 : 2.4%	3.2µM*	3%	-2%	-4%	-25%	-1%	-24%
#46 O=C(Nc1ccc(S(=O)(=O)Nc2ncccn2)cc1)c1ccc(N2CCCC2=O)cc1
 : 0.0%	.	-4%	3%	.	-19%	0%	7%
#47 Cc1ccc(-c2cc(C(=O)Nc3c(C#N)cnn3C)no2)cc1
 : -1.1%	?	3%	1%	-3%	-9%	-18%	-3%[46.1 µM]
#48 CCC(C(=O)OCC(=O)Nc1cc(Cl)cc(Cl)c1)c1ccccc1 (stereo unspecified)
 : 1.3%	9%	-3%	2%	-7%	?	-3%	-33%
#49 Cc1nnc(SCC(=O)N2c3ccccc3C(C)(c3ccc(Cl)cc3)CC2(C)C)s1 (stereo unspecified)
 : -1.0%	4%	0%	3%	-3%	-13%	-1%	?
#50 CN(C)c1cccc2c(S(=O)(=O)NCc3ccc(S(N)(=O)=O)cc3)cccc12
 : 0.5%	-6%	-10%	9%	-8%	-14%	-18%	16%
#51 CCCCn1c(CN2CCN(CCO)CC2)nc2ccccc21
 : 2.0%	-7%	2%	3%	-5%	-9%	2%	3%[46.1 µM]
#52 CC(=O)Nc1nnc(SCC(=O)Nc2ccc(N3CCOCC3)c(Cl)c2)s1
 : 2.2%	.	5%	10%	.	-13%	-11%	15%
#53 Cc1cc(C)n2nc(C(=O)Nc3ccccc3N3CCOCC3)nc2n1
 : -5.0%	3%	0%	14%	-3%	3%	8%	1%[46.1 µM]
#54 Cc1ccc(C(=O)N(c2ccccn2)C(C)c2ccco2)cc1C (stereo unspecified)
 : -0.7%	-10%	2%	6%	5%	-6%	11%	-6%[46.1 µM]
#55 CCOc1ccc2oc(C(=O)OCC(=O)NC(=O)NC3CCCC3)c(C)c2c1
 : -0.7%	?	0%	1%	2%	-14%	-3%	-22%[46.1 µM]
#56 Cc1nnc(SCC(=O)NCc2ccccc2)s1
 : 0.0%	-3%	-2%	1%	-21%	5%	-2%	-5%[46.1 µM]

Only part of the results is shown; the hit share may differ from the screen's.
